Bioassay records from PubChem BioAssay.
Diaph act CS – counter-screen for diaphorase-based assays: diaphorase activators and chemical reducers | Diaphorase/resazurin coupled assay, resorufin fluorescence, 16 min; hits give high values; 1 = vehicle wells, 0 = NADH-free wells | activation factor at 20 µM | hit rate 0.005% among 190,000;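 active = diaphorase activity raised at least twofold by the compound at 20 µM; inactive = activation factor below 2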
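Material: Clostridium kluyveri diaphorase, purified enzyme; Quantity: enzyme 0.07 U/mL final; Medium: HEPES pH 7.4 buffer with MgCl2 and Tween 20; Dosing: single compound dose of 20 µM, 1% DMSO final; Schedule: 16 min reaction at room temperature; Measured by: red resorufin fluorescence at 544/590 nm excitation/emission.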
Hsp70 activator – switches on Hsp70 transcription; HeLa Hsp70 promoter luciferase reporter, luminescence; scaled: vehicle 0, proteasome-inhibitor control 100%; activation, % at 10 µM; hit rate 0.04% among 200,000; AID 1203;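 active = activation above the mean across all tested compounds plus 3 SD, cutoff set per campaign, cut at about 5.5% in these data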;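 note: 100% = MG132 at 30 µM as the positive control and 0% = DMSO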
G6PDH CS – inhibits Leuconostoc G6PDH, flagging false hits in G6PDH-based assays. Purified L. mesenteroides G6PDH, diaphorase/resazurin coupled fluorescence, 45 min. inhibition, % at 5 µM. hit rate 0.12% among 200,000; in the data active = inhibition above about 50%
Diaphorase inh – counter-screen for diaphorase-based assays: diaphorase inhibitors and chemical oxidizers; diaphorase resazurin-to-resorufin fluorescence, NADH, 16 min; bacterial (C. kluyveri) enzyme, not human; inhibition, % at 20 µM; hit rate 0.69% among 190,000; AID 1217;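 active = primary screen inhibition at 20 µM above a set limit, cut at about 50% in these data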;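 note: plate controls were DMSO with full reaction for no effect and wells lacking NADH for full effect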
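System: Bacterial diaphorase enzyme (C. kluyveri) | Incubation: 16-min room-temperature incubation before reading | Benchmarks: No-NADH positive control and DMSO neutral control | Measured by: Resorufin fluorescence 544/590 nm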
STAT1 act – activators of IFN-gamma induced STAT1 signaling; AID 932; activation (% of control), % at 5.5 µM; hit rate 2.6% among 200,000; NIH 3T3 STAT1-luciferase reporter, luminescence; 100% = IFN-gamma alone, no compound;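 active = activation above the screen-wide mean activation plus 3 SD, cut at about 130% in these data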;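 note: raw ratio to IFN-gamma control signal so 100% means no change and 0% no light; values of inactives mirror those of a sister screen read the other way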
STAT1 blocker – STAT1 signaling inhibition. AID 920. inhibition, % at 5.5 µM. NIH 3T3 STAT1-luciferase reporter, IFN-gamma, luminescence. hit rate 0.35% among 200,000;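 active = inhibition above a set limit, the mean inhibition across all tested compounds plus 3 SD, cut at about 34% in these data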;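 note: 0% = IFN-gamma with DMSO and 100% = IFN-gamma with 300 µM nifuroxazide; values of inactives mirror those of a sister screen read the other way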
STAT3 blocker – reduces IL-6 driven STAT3 reporter signal | hit rate 0.89% among 190,000 | U3A cells, IL-6 STAT3-luciferase reporter, luminescence; host cell line lacks STAT1 | inhibition, % at 5.5 µM;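 active = inhibition above the mean inhibition across all screened compounds plus 3 SD, cut at about 44% in these data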;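 note: 0% = DMSO only wells and 100% = 100 µM nifuroxazide control wells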
APP 5UTR inh – APP translation inhibition. SH-SY5Y APP 5'UTR-luciferase reporter, luminescence. inhibition, % at 2 µM. hit rate 0.82% among 190,000;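 active = inhibition above a set limit, derived from the sample mean plus 3 SD, cut at about 45% in these data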; note: values of inactives mirror those of a sister screen read the other way
STAT3 act – increases IL-6 driven STAT3 reporter signal; U3A cells, IL-6 STAT3-luciferase reporter, luminescence; 100% = signal with IL-6 EC80 alone; activation (% of control), % at 5.6 µM; hit rate 0.91% among 190,000; AID 871;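 active = activation above the screen-wide mean of compound activation plus 3 SD, cut at about 130% in these data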;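 note: 0% = background luminescence of wells with medium and substrate only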
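System – human U3A cells carrying STAT3-luciferase construct · Probe or stimulus – Interleukin-6, 33 ng/mL · Schedule – compound 1 h, then IL-6 6 h at 37 °C · Signal – luminescence from STAT3-driven luciferase reporter · Evaluation – percent of IL-6-only median luminescence · Benchmarks – IL-6-only high control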
TLR4-MyD88 BLA – inhibitors of human TLR4-MyD88 binding; hit rate 0.18% among 200,000; HeLa CL3-4 TLR4/MyD88 BLA complementation, FRET ratio; inhibition, % at 8.4 µM; in the data active = inhibition above about 25%;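 note: 0% = vehicle and 100% = reference inhibitor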
Target sequence (O00206 whole entry, looked up): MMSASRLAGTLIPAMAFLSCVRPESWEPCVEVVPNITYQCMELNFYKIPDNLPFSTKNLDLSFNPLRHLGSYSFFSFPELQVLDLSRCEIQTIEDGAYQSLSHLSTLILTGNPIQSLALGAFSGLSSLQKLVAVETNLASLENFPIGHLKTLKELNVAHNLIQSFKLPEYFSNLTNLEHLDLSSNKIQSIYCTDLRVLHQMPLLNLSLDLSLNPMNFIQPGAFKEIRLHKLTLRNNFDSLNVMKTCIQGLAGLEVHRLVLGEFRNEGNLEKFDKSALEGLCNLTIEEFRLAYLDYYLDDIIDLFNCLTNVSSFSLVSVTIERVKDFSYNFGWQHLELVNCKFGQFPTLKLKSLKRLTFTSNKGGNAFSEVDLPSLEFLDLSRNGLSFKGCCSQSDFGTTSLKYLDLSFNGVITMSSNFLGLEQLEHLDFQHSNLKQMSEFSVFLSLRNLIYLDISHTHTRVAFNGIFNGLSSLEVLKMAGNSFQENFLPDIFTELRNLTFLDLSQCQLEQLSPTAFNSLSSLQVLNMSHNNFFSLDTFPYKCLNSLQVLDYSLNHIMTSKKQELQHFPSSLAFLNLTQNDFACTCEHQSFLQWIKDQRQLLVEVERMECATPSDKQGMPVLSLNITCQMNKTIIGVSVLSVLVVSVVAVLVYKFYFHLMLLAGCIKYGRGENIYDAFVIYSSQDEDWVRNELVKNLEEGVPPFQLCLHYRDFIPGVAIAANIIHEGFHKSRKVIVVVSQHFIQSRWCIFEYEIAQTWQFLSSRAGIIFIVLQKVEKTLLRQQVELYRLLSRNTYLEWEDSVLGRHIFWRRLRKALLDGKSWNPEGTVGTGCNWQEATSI
Target sequence (Q99836 whole entry, looked up): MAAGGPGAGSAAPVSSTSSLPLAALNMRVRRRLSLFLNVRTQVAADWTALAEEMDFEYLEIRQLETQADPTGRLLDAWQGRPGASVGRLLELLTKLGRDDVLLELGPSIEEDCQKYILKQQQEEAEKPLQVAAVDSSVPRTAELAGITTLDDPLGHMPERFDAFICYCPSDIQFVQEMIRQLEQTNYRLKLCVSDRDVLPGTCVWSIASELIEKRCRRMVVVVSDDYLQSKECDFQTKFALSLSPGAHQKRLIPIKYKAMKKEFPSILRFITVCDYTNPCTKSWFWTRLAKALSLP
* = called active by the depositor; . = not tested or not shown.

SMILES	Diaph act CS	Hsp70 activator	G6PDH CS	Diaphorase inh	STAT1 act	STAT1 blocker	STAT3 blocker	APP 5UTR inh	STAT3 act	TLR4-MyD88 BLA
O=c1cc(CSc2ccc(Cl)cc2)nc(-c2ccncc2)[nH]1	1.1	-0.2	-0.9	-5.5	99.3	-0.8	1.7	-4.5	100.2	-5.9
CC(=O)c1ccc(NC(=S)N2CCCC(C(F)(F)F)C2)cc1 (centres undefined)	1	-0.1	9.5	-1.7	98.3	1.5	-0.7	6.1	103.9	7.2
Cc1onc(-c2ccccc2Cl)c1C(=O)Nc1nnc(-c2ccc(Cl)cc2Cl)s1	0.8	0.1	-38.0	24.3	105.8	-6.4	11.5	-2.9	97.5	-12.2
Cc1[nH]n(-c2ccc([N+](=O)[O-])cc2)c(=O)c1/C=N/N1CCOCC1	1.1	-0.4	-0.5	-11.3	111.2	-13.5	-7.3	3.5	110.9	-10.9
O=C(/C=C/c1ccco1)Nc1sc2c(c1C(=O)O)CCC2	0.9	-0.1	-2.0	5.9	105.3	-15.4	-4.4	-13.8	113.2	-15.6
CC(C)C(NC(=O)CNC(=O)OC(C)(C)C)C(=O)NCc1ccccc1 (centres undefined)	0.8	-0.1	14.3	22.7	104.5	-4.9	7.1	-7.0	97.9	3.0
CCC(=O)NC(Nc1sc2c(c1C(=O)OC)CCCC2)(C(F)(F)F)C(F)(F)F	0.9	0.0	-0.5	6.1	92.6	8.3	8.0	-6.4	99.7	-2.8
Brc1ccc(-c2nc(N/N=C/c3cccnc3)c3ccccc3n2)cc1	1.1	0.1	-1.6	-11.2	97.1	3.1	-2.1	9.8	104.8	-3.4
COc1ccccc1N1C(=O)CC1(C#N)c1ccc(OCc2ccccc2)cc1 (centres undefined)	0.8	-0.3	3.4	19.5	117.0	-19.1	-0.1	0.9	102.3	0.9
O=C(CCN1C(=O)c2ccccc2C1=O)NCc1ccncc1	1	-0.1	7.8	3.6	104.9	-3.9	4.5	-7.2	101.8	6.5
O=C(O)CSc1ncnc2nc[nH]c12	0.9	0.0	7.0	9.0	102.4	-2.6	0.6	.	98.2	-0.2
Cc1ccccc1OCC(=O)OC(C)CN1CCN(C)CC1 (centres undefined)	1	-0.2	3.0	2.3	103.6	-3.9	-0.1	-0.4	104.6	-14.4
COc1cccc(-c2noc(Cn3nc(C)c([N+](=O)[O-])c3C)n2)c1	0.9	0.4	9.2	8.9	101.8	-2.1	-8.5	-5.5	107.9	8.0
O=C(c1ccc(Br)cc1)N1CCCC1	0.9	-0.1	5.5	9.2	100.7	-0.8	6.2	-6.3	94.9	1.8
Fc1cc(F)cc(NC(=S)N2CCN(c3ncccn3)CC2)c1	0.8	0.3	14.2	16.3	94.3	4.2	20.5	4.7	88.6	-20.1
O=C(C1CCCCC1)N1CCN(C(=O)C2CCCCC2)CC1	0.9	-0.2	0.0	14.3	98.5	1.7	14.3	-15.7	96.1	-11.5
CCc1cc(C(=O)OC)c(NC(=O)CC2Sc3ccc(C(F)(F)F)cc3NC2=O)s1 (centres undefined)	1	-0.1	-8.8	0.7	104.2	-4.6	-8.9	-6.3	103.0	2.4
O=C(c1ccco1)N1CCN(Cc2cccnc2)CC1	0.9	-0.4	8.2	11.4	93.8	6.7	-1.2	.	99.7	7.4
O=c1nc2ccccc2c2n1CC(CN1CCN(c3cccc(Cl)c3)CC1)N2 (centres undefined)	0.9	-0.3	8.7	6.7	96.0	4.4	15.1	-12.0	92.2	-5.3
CN(C)c1c([N+](=O)[O-])cc2[nH]c(=O)[nH]c2c1[N+](=O)[O-]	0.8	-0.4	1.9	15.4	101.3	-1.4	3.5	-14.2	103.0	2.8
COc1ccc(/C=N/n2c(SC)nnc2-c2ccccc2)cc1C	0.9	-0.3	8.0	14.8	100.2	-0.2	2.3	10.3	101.7	9.6
COc1cc(Cl)c(C)cc1NC(=O)CSC	0.9	0.1	4.9	7.9	99.5	0.6	6.9	-14.4	97.3	2.6
Cc1cn(CC2COC(C)(C)O2)c(=O)[nH]c1=O (centres undefined)	0.9	0.8	-3.3	14.6	100.8	-0.9	8.7	-0.5	96.0	6.1
Cc1cccc(C)c1-n1cccc1/C=C1/C(=N)N2C(=NC1=O)SN=C2S(C)(=O)=O	0.9	-0.1	4.4	10.5	97.5	1.8	9.9	-1.5	97.3	-3.3
CCOC(=O)Cn1c(CN(Cc2ccccc2)Cc2ccccc2)nc2c1c(=O)n(C)c(=O)n2C	0.8	-0.3	5.2	22.0	93.0	7.6	14.0	-4.1	91.3	-0.5
CCn1cc(C(=O)NCC2COc3ccccc3O2)c2cc(OC)c(OC)cc2c1=O (centres undefined)	0.9	-0.3	7.5	7.1	91.0	9.8	9.7	-13.4	96.6	-9.7
CCOCCCNC(=O)C1CCN(S(=O)(=O)c2c(C)noc2/C=C\c2ccc(OC)cc2)CC1	.	-0.2	.	.	94.9	5.5	7.5	8.7	96.1	4.4
O=C(NCc1cccs1)c1cc2c(s1)-c1ccccc1OC2	0.8	0.3	-36.2	21.5	110.6	-11.8	19.7	-32.0	87.9	-4.4
CCOC(=O)c1c(NC(=S)NC(=O)/C=C/c2cccs2)sc(C)c1C	1	-0.3	-4.2	-0.6	105.3	-5.8	-11.1	-38.0	109.1	12.3
Cc1nn(-c2ccccc2)c(/N=C/c2ccc(O)cc2)c1-c1ccccc1	0.9	0.0	-15.2	9.7	125.4	-28.6	-5.4	-47.0	102.3	-8.3
COc1ccc(NC(=O)CCC2CCCC2)cc1OC	1	-0.5	13.4	0.2	100.7	-0.7	-2.0	2.6	102.5	-4.4
N/C(=N\OC(=O)c1ccccc1)c1ccccn1	0.9	-0.3	22.9	9.9	33.4	71.0*	71.8*	-150.3	40.8	-3.1
CCOC(=O)c1c(-c2cccs2)csc1NC(=O)CSc1ncn[nH]1	0.7	-0.4	-29.9	31.8	103.1	-3.3	1.0	-19.8	100.0	-2.3
COc1ccc(NC(=O)Nc2nc3c(s2)CCCC3)cc1	0.8	0.0	-43.9	22.0	147.7*	-53.4	5.2	-149.9	97.5	-3.4
Cc1ccc(-n2nnc3c(=O)n(CC(=O)NCc4ccco4)cnc32)cc1	0.9	-0.2	5.9	7.9	100.5	-0.6	9.2	-3.2	96.4	3.5
CC(C)c1ccc(C2NC(=O)NC3=C2CCc2ccccc23)cc1 (centres undefined)	0.7	0.0	12.1	33.8	95.9	4.4	14.6	1.8	91.2	14.8
CC(=O)NC1=NN(C(C)=O)C(C)(CCS(=O)(=O)c2ccc(Cl)c(Cl)c2)S1 (centres undefined)	0.9	-0.2	2.6	10.2	104.8	-5.2	-13.5	1.0	110.0	-2.0
O=C/C(=C\Nc1ccc(S(=O)(=O)CCO)cc1)c1nc2cc(Cl)ccc2o1	0.9	-0.1	9.3	9.4	107.5	-10.8	-6.5	1.6	106.4	-5.7
COc1ccc(C(C)=O)cc1CSCC(=O)O	1.1	3.2	2.3	-5.5	99.9	0.8	8.2	-6.7	93.8	-8.4
O=C1CSC(c2cn(-c3ccccc3)nc2-c2ccccc2)N1Cc1ccco1 (centres undefined)	0.8	-0.3	41.0	25.0	102.5	-2.8	3.1	-1.6	101.0	-8.8

Limited to Diaphorase inh and TLR4-MyD88 BLA, for some of the entries so far:
SMILES	Diaphorase inh	TLR4-MyD88 BLA
CC(=O)NC1=NN(C(C)=O)C(C)(CCS(=O)(=O)c2ccc(Cl)c(Cl)c2)S1 (centres undefined)	10.2	-2.0
O=C/C(=C\Nc1ccc(S(=O)(=O)CCO)cc1)c1nc2cc(Cl)ccc2o1	9.4	-5.7
COc1ccc(C(C)=O)cc1CSCC(=O)O	-5.5	-8.4
Cc1ccc(-n2nnc3c(=O)n(CC(=O)NCc4ccco4)cnc32)cc1	7.9	3.5
O=C1CSC(c2cn(-c3ccccc3)nc2-c2ccccc2)N1Cc1ccco1 (centres undefined)	25.0	-8.8

Following part.
SMILES	Diaph act CS	Hsp70 activator	G6PDH CS	Diaphorase inh	STAT1 act	STAT1 blocker	STAT3 blocker	APP 5UTR inh	STAT3 act	TLR4-MyD88 BLA
Cc1cc(C)c(S(=O)(=O)N(C2=NCCS2)S(=O)(=O)c2c(C)cc(C)cc2C)c(C)c1	0.8	-0.1	9.4	16.5	100.2	-1.9	-2.8	11.9	105.1	-4.9
c1ccc(-c2nc3ccccc3nc2-c2ccccn2)nc1	0.9	-0.1	13.8	8.1	96.5	5.5	3.5	11.9	99.6	9.6
Cc1cc(=O)oc2cc(OCC(=O)N/N=C/c3ccccc3[N+](=O)[O-])ccc12	1	-0.4	-53.4	2.8	99.6	0.4	-1.8	-14.9	101.0	5.4
COc1ccc(CN=C(Nc2ccccc2)SC2CC(=O)NC2=O)cc1 (centres undefined)	0.9	-0.4	5.8	10.2	102.1	-4.0	-2.1	3.0	103.8	3.4
CCOC(=O)C1/C(=N\O)CC(C)(O)C(C(=O)OCC)C1c1ccc(N(C)C)cc1 (centres undefined)	0.8	0.2	9.7	20.5	103.7	-0.9	-2.5	12.5	102.0	7.8
CCCCNC(=O)CN(CCc1ccccc1)S(C)(=O)=O	1	-0.5	3.6	2.2	102.0	-2.2	4.6	0.5	100.9	8.8
NS(=O)(=O)c1ccc(NC(=O)CSC2CCCCC2)cc1	0.9	-0.3	19.3	12.6	116.8	-18.2	-2.9	-11.5	105.2	6.7
O=C(CCN1C(=O)C2C3C=CC(C3)C2C1=O)Nc1nccs1 (centres undefined)	0.9	-0.3	9.3	6.6	93.4	7.2	13.6	1.5	94.8	-12.7
O=C(COc1ncnc2ccccc12)N1CCN(c2ccccc2)CC1	0.9	-0.2	-1.0	5.1	93.2	7.1	-1.2	2.3	102.5	-4.1
Cc1cc(C(=O)Nc2cccc3ccccc23)n(-c2ccccc2)n1	1.1	-0.2	12.6	-6.8	91.0	8.5	-15.1	-15.3	115.7	2.3
O=C(CSc1nnc(C2COc3ccccc3O2)o1)N1CCCCC1 (centres undefined)	0.9	-0.2	-6.4	9.8	108.6	-9.5	2.2	-19.6	105.5	-11.8
CCCCc1nc2cc(Cl)ccc2o1	0.9	-0.1	5.8	5.2	98.2	1.1	18.7	-3.8	92.7	1.6
Cc1sc2nc(SC(C)C)nc(N)c2c1C	0.8	-0.1	2.7	17.5	114.1	-15.6	-3.0	-2.0	104.8	1.3
COc1ccc(CCNC(=O)CSc2nc3[nH]ncc3c(=O)[nH]2)cc1OC	1.1	-0.3	3.9	-9.3	103.2	-5.3	17.5	-5.5	93.2	-1.7
